TDP43 rescue: rescues yeast growth from TDP-43 toxicity; TDP-43 expressing yeast growth rescue, BacTiter-Glo, 24 h; Potency, µM (highest dose often 46.1 µM), inactives show at the highest dose growth rescue (activation), most hits filed as activators; hit rate 1.8% among 410,000; further: potency means the concentration at half of the fitted maximal effect; % of control where 0% means no effect; nearly all actives have a fitted effect of over 50% in size
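Yeast expressing TDP-43 (pregrown in raffinose, seeded at OD600=0.02 in galactose medium) exposed to compounds 24 hr at 30 deg C. Growth read by BacTiter-Glo luminescence; rescue of toxicity appears as increased signal.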
DRD3 antagonist: antagonists of human D3 dopamine receptor; D3R cells, DiscoveRx beta-arrestin luminescence, antagonist mode; hits give low values; max response, negative = inhibition, %; P35462; AID 652054; hit rate 2.5% among 360,000; in the data active means max response below about -50%; inconclusive means no clear call, values can overlap the other calls; further: on the % scale 0 is the no-effect control and ±100 the full control effect; mostly tested at two doses, the higher about 12 µM
Target sequence (P35462 whole entry, looked up): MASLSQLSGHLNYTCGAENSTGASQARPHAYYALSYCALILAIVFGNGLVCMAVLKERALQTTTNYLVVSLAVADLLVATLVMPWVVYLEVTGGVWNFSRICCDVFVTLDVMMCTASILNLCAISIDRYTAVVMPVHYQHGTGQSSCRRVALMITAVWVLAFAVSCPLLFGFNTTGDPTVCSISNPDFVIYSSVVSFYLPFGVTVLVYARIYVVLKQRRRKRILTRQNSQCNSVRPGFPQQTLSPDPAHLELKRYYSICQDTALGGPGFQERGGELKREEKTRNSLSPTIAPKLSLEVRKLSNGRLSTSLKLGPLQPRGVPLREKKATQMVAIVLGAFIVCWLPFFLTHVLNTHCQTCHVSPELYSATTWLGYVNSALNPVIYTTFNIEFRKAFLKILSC
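Cells plated overnight at 1500 cells/well, then exposed to library compounds with dopamine controls for 90 minutes at 37 degrees C. DiscoveRx reagent added for 30–60 minutes at room temperature; luminescence read, quantitative HTS format.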
PTHR1 ag: activates the human parathyroid hormone receptor PTHR1; Q03431; AID 743266; HEK293 GP2 PTHR1 cells, GloSensor cAMP luminescence, 1 h; hit rate 0.075% among 410,000; Potency, µM (series often up to 115 µM), without a hit: at the highest dose activation, hits mostly activators; further: potency means the concentration at half of the fitted maximal effect; nearly all actives have a fitted effect of over 55% in size; some results filed as inactive show a strong effect at the top dose; inactives centre near -15; many of its hits are not listed in these tables
Target sequence (Q03431 whole entry, looked up): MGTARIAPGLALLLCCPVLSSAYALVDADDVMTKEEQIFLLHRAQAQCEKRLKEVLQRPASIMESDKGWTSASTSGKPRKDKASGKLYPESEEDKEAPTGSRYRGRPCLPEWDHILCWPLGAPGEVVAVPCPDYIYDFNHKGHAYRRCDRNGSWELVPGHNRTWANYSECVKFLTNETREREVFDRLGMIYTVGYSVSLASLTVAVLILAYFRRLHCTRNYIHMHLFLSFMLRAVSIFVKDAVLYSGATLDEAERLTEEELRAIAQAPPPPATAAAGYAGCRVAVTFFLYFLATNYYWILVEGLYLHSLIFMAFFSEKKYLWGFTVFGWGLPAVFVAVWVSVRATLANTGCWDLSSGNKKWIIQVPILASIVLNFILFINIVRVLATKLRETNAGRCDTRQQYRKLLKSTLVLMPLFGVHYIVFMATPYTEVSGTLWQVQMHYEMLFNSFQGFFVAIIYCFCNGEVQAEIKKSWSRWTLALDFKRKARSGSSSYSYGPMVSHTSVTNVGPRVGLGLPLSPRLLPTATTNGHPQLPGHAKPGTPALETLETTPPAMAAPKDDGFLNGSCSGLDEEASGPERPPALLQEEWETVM
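HEK-293-derived GP2 cells expressing PTHR1 and a GloSensor cAMP reporter, 3,000/well, plated overnight, given luciferin plus IBMX (each 0.5 mM as added) for 1 h at 37 °C, then compound for 1 h at 37 °C. Luminescence was read after 15 min at room temperature.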
DRD3 agonist: D3 dopamine receptor (human) agonism | max activation, % | P35462 | hit rate 0.58% among 410,000 | D3R DiscoveRx beta-arrestin cells, luminescence, 90 min; in the data active means max activation above about 30%; further: 0% is about no effect; mostly tested at two doses, the higher about 12 µM
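Cells at 1500/well, incubated overnight, then treated with pinned compounds (dopamine as control) for 90 min at 37 degrees C. DiscoveRx reagent added for 30 - 60 minutes at room temperature; luminescence read.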
GLP-1R inv ag: GLP-1 receptor (human) inverse agonism. P43220. AID 624417. hit rate 1.6% among 410,000. HEK293 GLP-1R CRE-luciferase, luminescence, 24 h; GLP-1R form is constitutively active. Potency, µM (series often up to 38.3 µM), inactives show top-dose activity change, negative = inhibition, usual class: inhibitors; further: potency means the concentration at half of the fitted maximal effect; on the % scale 0 is the no-effect control and ±100 the full control effect; nearly all actives have a fitted effect of over 55% in size
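Inverse agonism was detected as reduced cAMP-driven luciferase luminescence after 24 h compound treatment. The cells were HEK293 clones expressing constitutively active human GLP-1R with the reporter. Reporter-only and GPR119 cell lines served as counterscreen controls.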
aSyn yeast inh: alpha-synuclein toxicity inhibition in yeast; Yeast expressing alpha-synuclein, growth rescue, BacTiter-Glo, 24 h; Potency, µM (series often up to 46.1 µM), inactives show top-dose growth rescue (activation), actives largely listed as activators; hit rate 0.14% among 370,000; AID 652106; further: potency means the concentration at half of the fitted maximal effect; % of control where 0% means no effect; nearly all actives have a fitted effect of over 65% in size
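Screening used galactose-induced yeast with toxic alpha-synuclein levels, exposed to compound for 24 hr at 30 deg C. Cell growth, read with BacTiter-Glo luminescence, gave the measured signal.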
GLP1R ag: GLP-1 receptor (human) agonism; HEK293 GLP-1R CRE-luciferase, luminescence, 4-6 h; cells express a hypersensitive GLP-1R form; Potency, µM (doses to about 45.6 µM), inactives show at the top dose activation, hits mostly activators; hit rate 0.007% among 380,000; P43220; further: potency means the concentration at half of the fitted maximal effect; % of control where 0% means no effect
HEK293 tox: cytotoxicity counter-screen for GLP-1 receptor inverse agonists; AID 624418; Potency, µM (series often up to 38.3 µM), without a hit: top-dose activity change, negative = inhibition, usual class: inhibitors; hit rate 0.13% among 410,000; HEK293 cAMP-luciferase reporter cells, luminescence, 24 h;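 further: loss of luciferase light is scored as toxicity; potency means the concentration at half of the fitted maximal effect; on the % scale 0 is the no-effect control and ±100 the full control effect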
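Luminescence readout: signal drop marks cytotoxicity. Plated cells grew 12 h at 37 °C, 5% CO2, received 23 nL compound for 24 h, then got luciferase reagent, read after 12 min at RT.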
KB-V1 MDR tox: kills drug-selected multidrug resistant KB-V1 cells; hit rate 3.4% among 400,000; Potency, µM (doses to about 46.1 µM), inactives show at the highest dose activity change, negative = cytotoxicity, most hits filed as cytotoxic; AID 1347076; KB-V1 MDR cells viability, CellTiter-Glo, 72 h; further: potency means the concentration at half of the fitted maximal effect; on the % scale 0 is the no-effect control and ±100 the full control effect; nearly all actives have a fitted effect of over 60% in size
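In this primary screen, KB-V1 cells overexpressing P-gp are incubated with library compounds (lowest to highest concentration) for 72 h at 37 degrees C before a luminescent ATP viability read.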
Numbers without * were called inactive; i = inactive; ? = inconclusive; / = not tested or not shown; & = joins results of further samples; [ ] = another dose, or the depositor's remark. Unless noted, the call rests on the fitted dose curve; in most records, active means well fitted curve in the direction sought with a large enough effect; inconclusive means small, poorly fitted or top-dose-only effect, or another doubt; inactive means no such curve, though single readings can be large; an effect the other way counts as inactive or inconclusive. These rows are one share of the data; the hit share may differ from the screen's.

SMILES	TDP43 rescue	DRD3 antagonist	PTHR1 ag	DRD3 agonist	GLP-1R inv ag	aSyn yeast inh	GLP1R ag	HEK293 tox	KB-V1 MDR tox
COc1ccccc1C1CCN(C(=O)C2CCCCC2)CC1	5%	-12	i	-5	?	-26%	6%	3%	9%
Cc1ccc(C(=O)NCC(=O)NNC(=O)CN(C)S(=O)(=O)c2ccc(Cl)cc2)s1	-7%	3	-5%	7	-13%	1%	10%	-2%	1%
CN(C)c1ccc(C(=O)NCC2CCCO2)cc1 (stereo not given)	6%	-23	i	15	13%	-9%	5%	6%	14%
CCOc1ccc(S(=O)(=O)c2cn(Cc3ccccc3C)c3ccc(OC)cc3c2=O)cc1	8%	/	-2%	-1	-4%	/	/	-10%	0%
COc1ccc(C(=O)Nc2nnc(S(=O)(=O)N3CCCc4ccccc43)s2)cc1	31%	/	-67%[inhibitor]	-7	3%	/	/	-4%	27%
COc1ccc(Cn2cc([N+](=O)[O-])nc2C)cc1[N+](=O)[O-]	-22%	-7	-5%	-28	-7%	-8%	0%	11%	9%
Cc1c(C(=O)NCc2ccccn2)sc2nc(-c3ccccc3)cn12	6%	-25	-60%[inhibitor]	-13	?	-2%	15%	0%	3%
COC(=O)c1ccc(NC(=S)N2CCN(Cc3ccc(Cl)cc3)CC2)cc1	-7%	-10	-8%[57.5 µM]	-5	-1%	6%	-15%	-18%	?
COc1ccc(NC2CCCN(C(=O)c3cccnc3SC)C2)cc1OC (stereo not given)	8%	-24	21%	-6	34%[activator]	-6%	-9%	-12%	19%
COc1ccc(CNC(=O)COc2ccc(C(=O)c3ccc(F)cc3)cc2)cc1	22%	-6	-35%[inhibitor]	10	?	-10%	9%	-7%	?
Cc1cn(-c2cc(C(=O)Nc3ccc(C)c(NC(=O)N4CCNC4=O)c3)cc(C(F)(F)F)c2)cn1	0%&11%	15&9	i	4&4	12%&0%	?	26%&-2%	2%&2%	?
Cc1cc(C)c(S(=O)(=O)c2ccccc2)c(N2CCOCC2)n1	-15%	11	i	-2	-28%	10%	6%	-16%	0%
COc1ccc(OC)c(S(=O)(=O)NCc2cc(-c3ccccc3)no2)c1	-4%	4	i	0	-21%	1%	4%	-4%	-19%
O=C(CCN1CCCO1)N1CCCC(N2CCN(c3cccc(C(F)(F)F)c3)CC2)C1 (stereo not given)	2%	-5	i	-8	-6%	-9%	4%	3%	-16%
COc1ccc(C(c2nnnn2Cc2ccc(F)cc2)N2CCN(c3ccccc3)CC2)cc1 (stereo not given)	5%	-24	i	-2	?	6%	-18%	-8%	?
CCOc1ccc(Br)cc1C(=O)N/N=C/c1ccccn1	12%	1	i	-10	-19%	10%	7%	2%	-20%
COc1ccc(-c2nc(N)n(C(=O)Cc3ccccc3)n2)cc1	-5%	-2	i	1	26%	8%	-4%	-3%	9%
Cc1cc(C(=O)Nc2ccc(C)c(C)c2)n(-c2ccccc2)n1	0%	-10	i	1	?	12%	6%	2%	-12%
CCCc1cc(C(=O)Nc2c(C)nn(Cc3ccc(C)cc3)c2C)no1	?	/	-28%	1	?	/	/	0%	-27%
O=C(Oc1ccc(/C=N/NC(=O)c2ccco2)cc1)c1ccccc1	17%	-5	i	1	16%	-4%	-4%	0%	-9%
CCc1ccc(NC(=O)C2CCCN(c3nnc(C)c4c(C)n(-c5ccccc5)nc34)C2)cc1 (stereo not given)	18%	/	0%	12	18%	/	/	-14%	5%
O=C(NC(=S)Nc1ccccc1N1CCCC1)c1ccccc1[N+](=O)[O-]	?	-6	-17%	-1	?	10%	19%	?	-4%
COC(=O)[C@@]1(Cc2ccc(F)cc2)[C@H]2c3cc(C(=O)N4CCCC4)n(Cc4cc(C)n(C)n4)c3C[C@H]2CN1C(=O)c1ccccc1	26%	?	-15%	-2	10%	-7%	-1%	-9%	?
COCCNC(=O)CSC1=N/C(=C/c2ccc(Cl)c(Cl)c2)C(=O)N1c1ccccc1F	19%	6	-13%	-2	?	16%	3%	-5%	-14%

Quoted from the listing for reference:
SMILES	TDP43 rescue	DRD3 antagonist	PTHR1 ag	DRD3 agonist	GLP-1R inv ag	aSyn yeast inh	GLP1R ag	HEK293 tox	KB-V1 MDR tox
COc1ccc(OC)c(S(=O)(=O)NCc2cc(-c3ccccc3)no2)c1	-4%	4	i	0	-21%	1%	4%	-4%	-19%
O=C(CCN1CCCO1)N1CCCC(N2CCN(c3cccc(C(F)(F)F)c3)CC2)C1 (stereo not given)	2%	-5	i	-8	-6%	-9%	4%	3%	-16%
COc1ccc(C(c2nnnn2Cc2ccc(F)cc2)N2CCN(c3ccccc3)CC2)cc1 (stereo not given)	5%	-24	i	-2	?	6%	-18%	-8%	?
CCOc1ccc(Br)cc1C(=O)N/N=C/c1ccccn1	12%	1	i	-10	-19%	10%	7%	2%	-20%
COc1ccc(-c2nc(N)n(C(=O)Cc3ccccc3)n2)cc1	-5%	-2	i	1	26%	8%	-4%	-3%	9%
Cc1cc(C(=O)Nc2ccc(C)c(C)c2)n(-c2ccccc2)n1	0%	-10	i	1	?	12%	6%	2%	-12%
CCCc1cc(C(=O)Nc2c(C)nn(Cc3ccc(C)cc3)c2C)no1	?	/	-28%	1	?	/	/	0%	-27%
O=C(Oc1ccc(/C=N/NC(=O)c2ccco2)cc1)c1ccccc1	17%	-5	i	1	16%	-4%	-4%	0%	-9%
CCc1ccc(NC(=O)C2CCCN(c3nnc(C)c4c(C)n(-c5ccccc5)nc34)C2)cc1 (stereo not given)	18%	/	0%	12	18%	/	/	-14%	5%

New compounds follow:
SMILES	TDP43 rescue	DRD3 antagonist	PTHR1 ag	DRD3 agonist	GLP-1R inv ag	aSyn yeast inh	GLP1R ag	HEK293 tox	KB-V1 MDR tox
NNC(=O)c1oc2nc(-c3ccccc3)cc(-c3ccccc3)c2c1N	?	9	-12%	8	52%[activator]	9%	4%	226%[activator]	0%
CC(Oc1ccccc1Cl)C(=O)Nc1ccccc1C(=O)N1CCOCC1 (stereo not given)	3%	13	i	2	14%	5%	13%	13%	-25%
COc1ccc(C(=O)N2CCCCC2c2cc(C(=O)NCc3ccccc3)no2)cc1 (stereo not given)	5%	-6	-6%	0	?	2%	4%	3%	3%
O=C(Cc1ccccc1)Nc1ccc(N2CCN(Cc3ccccc3F)CC2)cc1	25%	-52*	i	-3	?	0%	-7%	-22%	-17%
COc1ccc(S(=O)(=O)N(C)Cc2cccs2)cc1Br	16µM*	23	i	0	0%	13%	12%	0%	-16%
O=C(Nc1ccccc1N1CCN(C(=O)c2ccccc2)CC1)c1ccc(Br)o1	?	68	-18%	23	?	-10%	-4%	?	?
Cc1ccc(S(=O)(=O)NCC(=O)NC2CC2)cc1	-4%	16	i	10	15%	5%	-4%	0%	?
COc1ccc(N(C(=O)c2ccco2)C(C(=O)NC2CCCC2)c2ccncc2)cc1OC (stereo not given)	-9%	10	i	2	19%	-1%	8%	3%	0%
CC(=O)NCCn1c(SCC(=O)c2ccc(Cl)cc2)nc2ccccc2c1=O	18%	20	-4%[57.5 µM]	-26	0%	0%	-2%	1%	?
CCOC(=O)c1sc(NC(=O)/C=C/c2ccc(C(C)C)cc2)c(C(=O)OCC)c1C	-1%	/	1%	-10	2%	/	/	15%	/
COc1cc2c(cc1OC)-c1cc(Nc3ccccc3Br)nc(=O)n1CC2	3%	39	-6%	6	131%[activator]	2%	8.9µM*	-7%	-2%
CCOc1cc(C(=O)Nc2c(C)ccc3nsnc23)cc(OCC)c1OCC	-1%	15	i	-3	-6%	-16%	-4%	-15%	2%
CCOC(=O)c1c(NC(=S)NC(C)=O)sc(C)c1C	-20%	2	-22%	-5	38%[activator]	-3%	-2%	-19%	-14%
CC(=O)CCc1oc2c([N+](=O)[O-])cccc2c1-c1ccc(C)o1	6%	-5	-26%	-4	-34%	18%	16%	0%	-20%
Cc1oc(-c2ccccc2Cl)nc1CN1CCCN(C(=O)c2ccco2)CC1	9%	?	-19%	0	5%	-1%	0%	0%	0%
CC(C)(C)n1nc2c(c1NC(=O)COc1ccc3ccccc3c1)CS(=O)C2 (stereo not given)	18%	-25	-29%	-6	14%	-5%	4%	1%	-4%
O=C(Nc1ccc(OC(F)(F)F)cc1)c1ccc(S(=O)(=O)N2CCOCC2)o1	-12%	16	-17%	-9	?	-7%	11%	-12%	-18%
COc1ccc(NC(=O)N(C)C[C@H]2Oc3ccc(NC(=O)CCN4CCOCC4)cc3C(=O)N([C@H](C)CO)C[C@@H]2C)cc1	12%	11	i	14	11%	4%	0%	7%	0%
CCN1C(=O)C(C(=O)Nc2ccc(OC)cc2)C2CC1(C)Oc1ccccc12 (stereo not given)	-3%	-24	i	-11	?	3%	-3%	0%	0%
CCCCNC(=O)c1nn(-c2ccccc2OC)c(=O)c2ccccc12	-17%	-21	i	-11	-28%	-4%	2%	13%	-11%
CCCN(CCC)c1ccc(C(O)c2nnc(-c3ccccc3)o2)cc1 (stereo not given)	-5%	5	i	7	-7%	5%	-2%	2%	?
CCOCCOC(=O)C1=C(C)N(C)C(=O)NC1c1cc(Cl)c(O)c(OC)c1 (stereo not given)	3%	9	-15%	3	0%	2%	16%	13%	14%
